# PDI turbidity – PDI (human) enzyme inhibition | inhibition, % at 10 µM | hit rate 0.052% among 350,000 | AID 588391 | PDI insulin aggregation turbidity, A650, 90 min;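 active = mean inhibition across replicates of 30% or more, whatever share of single replicates reach that level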;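 also: absorbance from insulin aggregation driven by PDI reduction with DTT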
# Peg3 promoter – reduces Peg3 promoter-driven luciferase expression in HeLa | HeLa PEG-Prom luciferase reporter, luminescence, overnight | inhibition, % at 20 µM | hit rate 1.7% among 360,000 | AID 588405;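 active = inhibition of at least 50% at 20 µM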
# NR2E3 ag-1 – activates human NR2E3 receptor. hit rate 0.35% among 360,000. Q9Y5X4. inhibition of corepressor binding, % at 3.98 µM. AID 602229. CHO-S Gal4-NCOR/VP16-NR2E3 two-hybrid, luciferase;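 active = inhibition above the mean of all tested compounds plus 3 SD, cut at about 70% in these data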;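 also: 0% = DMSO with NR2E3 transfected cells and 100% = cells lacking NR2E3 construct; higher means lower luciferase signal from less NR2E3 corepressor binding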
# Target sequence (Q9Y5X4 whole entry, looked up, the tested form may be a part): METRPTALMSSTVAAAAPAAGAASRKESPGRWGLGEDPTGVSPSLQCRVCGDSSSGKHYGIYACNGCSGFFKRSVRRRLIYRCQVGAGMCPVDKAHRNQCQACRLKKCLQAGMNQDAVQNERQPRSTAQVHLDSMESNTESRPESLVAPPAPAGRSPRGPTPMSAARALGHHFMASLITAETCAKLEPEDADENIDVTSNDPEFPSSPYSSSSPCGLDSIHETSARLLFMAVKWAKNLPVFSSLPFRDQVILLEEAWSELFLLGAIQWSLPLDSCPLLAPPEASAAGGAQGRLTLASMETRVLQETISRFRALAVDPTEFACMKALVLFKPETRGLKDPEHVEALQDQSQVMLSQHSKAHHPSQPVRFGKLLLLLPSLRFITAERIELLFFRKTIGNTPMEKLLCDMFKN
# hiPSC survival – enhancers of human iPSC single-cell survival; hiPSC single-cell survival, ATPlite luminescence; 100% = ROCK inhibitor wells, 0% = DMSO; survival enhancement, % at 20 µM; hit rate 0.044% among 360,000; AID 602274; in the data active = survival enhancement above about 18%;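 also: cells exposed to compounds for 16 hours before the ATP read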
# HIF-2a inh – HIF-2a inhibition; 786-0 RCC cells HIF-2a reporter, luciferase luminescence, overnight; AID 624352; inhibition, % at 18.8 µM; hit rate 0.72% among 360,000;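 active = inhibition of the luminescence signal of 40% or more relative to plate controls, in a single-dose primary screen at 18.75 µM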
# CaV13 ICDI inh – Disruptors of the CACNA1D IQ motif to Ca2+-dependent inactivation inhibitor domain association, primary screening, Förster resonance energy transfer in intact living …. inhibition, % at 12.3 µM. HEK cells, CFP/YFP FRET ICDI-IQ, plate reader, 10 min; percent FRET-ratio fall versus neutral wells. hit rate 0.098% among 340,000. AID 743397;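 active = mean replicate inhibition of at least 30% and at least 1% of replicates passing that level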;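 also: 0% = median of the neutral control wells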
# m5-HT2A agonist – agonists of mouse serotonin 5-HT2A receptor (HTR2A). P35363. activation, % at 7.6 µM. hit rate 0.66% among 360,000. CHO-K1 mHTR2A beta-arrestin complementation, luminescence; percent of 30 µM serotonin response;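 active = activation above a run cutoff, the mean activation of all tested compounds plus 3 SD, cut at about 14% in these data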;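 also: 0% = plate median of compound wells and 100% = 30 µM serotonin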
# Target sequence (P35363 whole entry, looked up): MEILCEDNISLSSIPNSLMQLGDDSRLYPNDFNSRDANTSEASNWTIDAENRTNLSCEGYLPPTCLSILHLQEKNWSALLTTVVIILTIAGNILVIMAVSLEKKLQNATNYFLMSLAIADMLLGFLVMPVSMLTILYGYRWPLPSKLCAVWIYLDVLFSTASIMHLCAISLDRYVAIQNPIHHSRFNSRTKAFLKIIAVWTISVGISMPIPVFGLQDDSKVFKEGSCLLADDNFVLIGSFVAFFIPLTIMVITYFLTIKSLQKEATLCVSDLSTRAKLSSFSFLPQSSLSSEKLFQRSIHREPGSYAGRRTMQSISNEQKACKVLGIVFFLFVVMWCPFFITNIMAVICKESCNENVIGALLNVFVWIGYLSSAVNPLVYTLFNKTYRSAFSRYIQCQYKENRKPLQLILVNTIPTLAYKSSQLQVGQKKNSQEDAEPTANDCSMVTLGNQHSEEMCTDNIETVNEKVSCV
# H9c2 protect – modulators protecting cardiomyocytes from myocardial damage; H9c2 cardiomyocytes, H2O2 injury protection, ATPLite, 2 h; protection from H2O2 cell death, % at 20 µM; hit rate 0.63% among 360,000; AID 588492;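 active = compounds giving at least 50% protection of heart cells from peroxide-induced death in the single-dose screen, raw or plate-pattern-corrected value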;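 also: 0% = DMSO wells with peroxide and 100% = DMSO wells without peroxide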
# MITF TRPM1 inh – MITF TRPM1 promoter inhibition in SK-MEL-5 cells | SK-MEL-5 TRPM1 promoter luciferase, 24 h | inhibition, % at 12.5 µM | hit rate 0.83% among 330,000;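 active = mean inhibition across replicates of 60% or more, whatever share of single replicates reaches that level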; also: values of inactives mirror those of a sister screen read the other way
# NR2E3 ag-2 – activates human photoreceptor nuclear receptor NR2E3; GST-NR2E3/biotin-RetCOR TR-FRET, 1536-well; inhibition of corepressor binding, % at 4.78 µM; Q9Y5X4; hit rate 0.12% among 320,000; AID 2300;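 active = percent inhibition above the cutoff of mean plus 3 SD of all tested compounds, set per screening campaign, cut at about 20% in these data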;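 also: 0% = DMSO wells and 100% = biotin wells as full block of FRET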
#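 Assay system: NR2E3–RetCOR corepressor complex. Quantity: 1.35 nM GST-NR2E3. Buffer or medium: pH 7.5 Tris-based buffer. Reagent: biotinylated RetCOR corepressor at 7 nM final. Schedule: 5 h at 4 °C. Detection: TR-FRET, emission read at 617 and 671 nm. Replicates: one well per compound, singlicate testing.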
# Shn3 3UTR inh – Schnurri-3 reporter inhibition in Clone20 osteoblasts; inhibition, % at 12.5 µM; hit rate 0.52% among 360,000; Clone20 osteoblast Shn3 3'UTR firefly luciferase, 24 h;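 active = mean inhibition of at least 75% with every replicate also reaching 75%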;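 also: 0% = median of neutral control wells and 100% = pilot-screen positive control compound; some compounds past the cut are filed as inactive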
# * marks the source's active call; other numbers are inactive results; / = not tested or not shown; & = joins results of further samples.
# The line under a structure holds: CaV13 ICDI inh	Peg3 promoter	Shn3 3UTR inh	NR2E3 ag-1	HIF-2a inh	H9c2 protect	hiPSC survival	PDI turbidity	NR2E3 ag-2	m5-HT2A agonist	MITF TRPM1 inh
1) c1csc(-c2nn3c(Cn4nnc5ccccc54)nnc3s2)c1
    -4	10	-8	-36	-6	2	1.0	-2	0	6	1
2) COc1ccc(-c2nnc(SCC(=O)c3cc(C)n(Cc4cccs4)c3C)o2)cc1
    -5	-12	1	-2	7	-12	0.3	0	3	2	9
3) Cc1ccc2nc(-c3ccccc3)cc(C(=O)N(C)CC(=O)Nc3ccccc3Br)c2c1
    -7	50	24	11	-24	6	0.1	-2	0	7	-2
4) CC1CN(Cc2ccccc2)c2ccccc2NC1=S (centres undefined)
    -3	7	5	-10	7	-6	2.6	23	-1	-1	9
5) CCN(/C=N/S(=O)(=O)c1ccc(Cl)cc1)CC
    -5	7	5	-35	8	-1	0.8	-1	-1	-4	11
6) COc1ccc2oc(C(=O)OCC(=O)N3CCC(C)CC3)c(C)c2c1
    /	-15	18	-3	-42	4	-0.3	2	-2	2	6
7) COc1ccc(S(=O)(=O)N(C)C[C@H]2Oc3ccc(NC(=O)Nc4ccc5c(c4)OCO5)cc3CC(=O)N([C@@H](C)CO)C[C@@H]2C)cc1
    -7	-6	-26	-44	6	12	-0.6	5	/	-2	8
8) Cc1ccc(S(=O)(=O)N2C(=O)C(c3ccccc3)SC2=Nc2ccccc2)cc1 (centres undefined)
    /	-17	-3	-51	-31	-2	0.7	-4	1	-1	-14
9) Cc1cc(NC(=O)c2cccc(S(=O)(=O)N3CCCCC3)c2)no1
    -6	15	2	-6	2	-1	-0.3	-1	-2	18*	6
10) C/C=C(/CCC1NCCc2c1[nH]c1ccccc21)[Si](C)(C)C (centres undefined)
    -7	-16	1	5	-7	5	-1.5	2	/	4	3
11) CCCN1CC(=O)N2C(c3ccccc3)c3[nH]c4ccccc4c3C[C@H]2C1=O (some centres undefined)
    -3	20	-2	9	14	15	-0.3	-3	/	7	28
12) CCOCCCNC(=O)CN1C(=O)NC(Cc2c[nH]c3ccccc23)C1=O (centres undefined)
    -4	-3	0	15	15	0	-0.5	1	-1	4	1
13) CCCCCC(=O)Nc1ccc(S(=O)(=O)Nc2nccnc2OC)cc1
    -6	6	6	-11	-17	4	2.2	-5	6	-3	-20
14) CCOc1ccc2c(c1)[N+](C)(C)C(C)(C)C=C2C
    -5	8	27	-2	13	-1	-1.4	0	4	-3	2
15) CN1CCC(=NNC(=O)C(=O)Nc2cccc(Br)c2)CC1
    0	-4	13	-17	8	4	-0.3	-6	-1	2	-2
16) COc1ccc(OC)c(NC(=O)C(CCSC)NS(=O)(=O)c2cccs2)c1 (centres undefined)
    -7	1	-2	12	9	3	-0.7	8	6	-6	3
17) Cc1cc(Nc2ccc(F)cc2C)n2ncnc2n1
    -2	10	13	-9	7	-8	1.3	/	5	-1	0
18) CN(C)Cc1c(C(=O)Nc2ccccc2)[nH]c2ccccc12
    -5	3	-10	-33	-26	2	0.7	10	-1	-11	9
19) COc1ccc(NC(=O)CSc2nnc(C3CC3)n2C)cc1S(=O)(=O)N1CCCCC1
    -7	12	15	-3	10	-5	-0.4	2	0	-5	5
20) O=c1cc(CO)oc(CN2CCCC2)c1O
    /	2	-3	2	3	-6	0.1	10	3	3	4
21) O=C(CSc1nc(-c2ccc(F)cc2)cs1)N1CCN(C(=O)c2ccco2)CC1
    -5	17	8	-28	5	5	0.3	-3	-4	2	-16
22) CCCCNC(=O)C1(O)c2ccccc2NC(=O)N1c1ccc(Cl)cc1 (centres undefined)
    -1	-53	-15	-27	-58	4	0.2	-4	1	10	-20
23) O=C(O)c1ccc(COc2ccc([N+](=O)[O-])cc2)o1
    -21	-33	-2	-49	-26	-1	0.2	2	2	2	-16
24) CN1C/C(=C/c2ccsc2)C(=O)/C(=C/c2ccsc2)C1
    -3	36	66	-28	47*	0	-0.8	3	-3	10	87*
25) CC(Sc1nnc(CNC(=O)c2ccccc2F)n1C)C(=O)Nc1nccs1 (centres undefined)
    -2	-5	0	-8	8	-5	1.1	12	3	3	-3
26) COc1cc(CNc2ccc3[nH]c(=O)[nH]c3c2)cc(Cl)c1OCC(=O)NC(C)(C)C
    /	9	8	7	10	11	2.7	-139	-6	0	2
27) COc1cccc(NC(=O)CCCNC(=O)Cn2cnc3sc(C)c(C)c3c2=O)c1
    -7	4	-11	11	-4	-1	-0.4	1	-1	5	4
28) Nn1cnnc1N/N=C/c1cccc(Cl)c1Cl
    -3	-17	-6	-19	-10	-2	0.0	4	/	-10	-8
29) Cc1ccc(C)c(C(C)NC(=O)c2ccccc2Br)c1 (centres undefined)
    -5	25	8	15	7	3	0.7	-7	-3	-1	8
30) Cc1ccccc1NC(=S)N1CCN(c2ccccc2)CC1
    -4	8	5	-27	8	-2	1.0	-16	0	1	9
31) CC(=O)c1sc(NC(=O)c2ccc(Br)o2)nc1C
    /	-124	-24	-71	-155	-5	-0.6	1	3	4	-26
32) C=C(C)C(=O)Nc1cccc(C2=NOC3(C2)C[C@@H](C(N)=O)N(C(=O)C2(C)CC2)C3)c1 (some centres undefined)
    -6	1	3	-9	5	5	0.4	7	-51	9	-8
33) COC(=O)c1ccc2nc(NC(=O)C3CCCCC3)sc2c1
    -4	-202	-57	-105	24	-10	-3.1	-4	4	7	-34
34) Cc1cc(Br)ccc1OCC(=O)NNC(=O)c1cnccn1
    2	6	-11	-10	1	34	-4.0	0	-2	1	2
35) COc1cc(/C=N/Nc2cc(C)nc(N)n2)ccc1O
    -3	-77	-23	-59	-44	2	-0.5	4	-1	-2	-20
36) COc1ccccc1OCCC(=O)OCCN1C(=O)c2ccccc2C1=O
    -5	-2	0	-22	-5	-4	-0.3	1	2	0	-5
37) Cc1ccc(S(=O)(=O)N2CCN(C(=O)C3CCN(C(=O)c4ccccc4C)CC3)CC2)cc1C
    -5	2	5	10	18	-2	-0.7	8	2	6	9
38) C/C(=N\NC(=O)C(O)(c1ccccc1)c1ccccc1)c1ccc(C)o1
    10	33	6	-6	20	-3	-1.6	1	-5	-1	7
39) O=C(c1ccc2c(c1)OCO2)N1CCN(c2ccc(Cl)cc2)CC1
    /	-4	0	3	-38	-7	0.1	0	2	-6	-4
40) Cn1c(=O)c([N+](=O)[O-])c(NCCCn2ccnc2)c2ccccc21
    -2	8	-4	-6	23	5	-0.3	5	-1	-3	2
41) COc1cc(C(=O)Nc2cccc(-c3nnc(-c4ccco4)o3)c2)ccc1OC(C)=O
    -5	16	-15	-36	-60	79*	-0.2	-4	-4	4	-15
42) CCn1c(=O)c2ccccc2n(CC(=O)NCCC2=CCCCC2)c1=O
    -4	11	5	-13	9	-2	0.7	-10	3	2	3
43) Cc1ccc(S(=O)(=O)NC(c2ccccc2)C(C)C(=O)n2nc(C)cc2C)cc1 (centres undefined)
    /	14	-14	-28	9	-25	-1.2	1	1	-1	15
44) CC(C)CNC(=O)C1CCCN(S(=O)(=O)c2ccc(-n3cnnn3)cc2)C1 (centres undefined)
    1	5	-1	-4	12	-5	2.1	-6	-1	-1	3
45) O=C(NCc1ccco1)C(c1ccco1)N(Cc1cccs1)C(=O)Cn1nnc2ccccc21 (centres undefined)
    /	14	9	-36	9	9	-1.3	9	2	-4	12
46) Nc1c(Br)cc(Br)cc1CNC1CCC(O)CC1 (centres undefined)
    -5&-6	8&-1	20&-21	-6&-6	-1&-5	5&5	6.8&-1.8	-2&5	1&1	1&-4	-12&-10
47) CCOc1ccc(N2C(=O)C3C(C2=O)C3(c2ccccc2)c2ccccc2)cc1 (centres undefined)
    -3	12	5	19	21	-6	-1.5	-1	-1	0	4
48) CC1CCc2sc(C(=O)N/N=C/c3ccc(O)cc3)cc2C1 (centres undefined)
    1	-42	-45	-78	-162	-10	-0.3	1	-1	-5	-53
49) CC1(C)CC(CCN)(Cc2ccccc2Cl)CCO1 (centres undefined)
    -4	13	/	-15	9	7	-0.1	9	3	-1	-2
50) Cn1c(N)c(C(=O)COC(=O)c2cc(C3CC3)nc3ccccc23)c(=O)n(Cc2ccccc2)c1=O
    -4	29	7	-38	19	-2	-4.2	-4	1	-7	7
51) CC(OC(=O)C1CC1)C(=O)Nc1ccc([N+](=O)[O-])cc1Cl (centres undefined)
    4	-15	9	-39	-6	-1	-0.6	4	-2	2	1
52) O=C(CSc1nnnn1-c1ccccc1)Nc1ccccc1
    0	-1	-11	0	-8	-3	0.4	14	3	-2	-3
53) CC1CC(C)CN(S(=O)(=O)c2ccc(NC(=O)C3CC(=O)N(Cc4ccccc4)C3)cc2)C1 (centres undefined)
    -4	20	0	-9	27	-10	-0.2	0	-7	2	-2
54) CCOc1nc(-c2ccccc2Cl)nc2ccccc12
    -10	14	-1	14	10	-3	2.3	-3	-6	1	5
55) CCN(CC(=O)NCc1cccs1)S(=O)(=O)c1cc(NC(C)=O)ccc1OC
    -5	-8	7	-1	-4	5	0.4	9	1	0	2
56) COc1ccc2c(c1)-c1nc(/N=C/c3cccc(OC)c3O)sc1CC2
    -6	-36	-17	-39	-33	12	-0.1	-9	-3	2	-9
57) CCNC(=O)c1ccc(NS(=O)(=O)c2ccc3[nH]c(=O)[nH]c3c2)cc1
    /	-10	4	-3	9	4	0.5	1	3	4	-1
58) Cc1cccc(N2CCN(C(=O)c3cc(COc4ccc(F)c(F)c4)on3)CC2)n1
    -4	-112	-28	-38	-139	-3	0.1	-9	-4	0	-37
59) CCC(C)N1C(=O)CCC1C(=O)NCc1ccc2c(c1)OCO2 (centres undefined)
    -6	4	14	-13	4	4	-2.0	7	3	1	/
60) NC(=O)c1nsc(C(=O)N(c2ccccc2F)C(C(=O)NCc2ccc(F)cc2)c2ccc(O)cc2)c1N (centres undefined)
    -7	58*	33	20	19	52*	2.1	-4	-2	23*	6
61) Cc1ccc(C)c(N2CCN(CC3CCCCC3)CC2)c1
    -17	13	9	16	14	-6	-0.8	-1	2	0	-6
62) FC(F)(F)c1ccccc1Cc1c(-c2ccccc2)nc2ccc(Cl)cn12
    -5	-70	-13	-74	-158	-1	-2.5	/	/	-3	/
63) COc1ccc(NC(=O)CN2CCC(C(=O)c3ccc(F)cc3)CC2)c(OC)c1
    -7	32	23	1	15	-4	-0.1	1	-1	-6	21

# Another view of 2 compounds above:
(10) C/C=C(/CCC1NCCc2c1[nH]c1ccccc21)[Si](C)(C)C (centres undefined)
(11) CCCN1CC(=O)N2C(c3ccccc3)c3[nH]c4ccccc4c3C[C@H]2C1=O (some centres undefined)
entry no.	10	11
CaV13 ICDI inh	-7	-3
Peg3 promoter	-16	20
Shn3 3UTR inh	1	-2
NR2E3 ag-1	5	9
HIF-2a inh	-7	14
H9c2 protect	5	15
hiPSC survival	-1.5	-0.3
PDI turbidity	2	-3
NR2E3 ag-2	/	/
m5-HT2A agonist	4	7
MITF TRPM1 inh	3	28
